Assay outcomes: PubChem BioAssay, Southern Research Specialized Biocontainment Screening Center
VEEV TC-83 Vero = inhibitors of VEEV TC-83 cytopathic effect, confirmation, Vero cells (AID 588727). Vero cells, VEEV TC-83 cytopathic effect inhibition; higher % means a stronger effect. one-dose inhibition, % at 20 µM; IC50 in µM for titrated hits. 0.13% of 350,000 active; in the data active = a potency from the dose series; inconclusive = inhibition mostly from about 14% at the one dose, without a potency; inactive = the rest, 99 in 100 with inhibition below about 12%; also: strong numbers were not always called active
Salmonella PhoP GFP = Inhibition of PhoP regulon, Salmonella typhi GFP reporter cells, confirmation, 4 h (AID 1850); 0.33% of 310,000 active; Salmonella Typhi PhoP-promoter GFP reporter, fluorescence, 4 h; higher % means a stronger effect; one-dose inhibition, % at 50 µM; IC50 in µM for titrated hits; in the data active = a potency from the dose series; inconclusive = inhibition mostly from about 25% at the one dose, without a potency; inactive = the rest, 99 in 100 with inhibition below about 19%;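 also: 0% = induced wells with vehicle and 100% = uninduced wells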
M. tuberculosis = growth inhibition of non-replicating M. tuberculosis (AID 488890); inhibition, % at 25 µM; hits with a dose series show IC50 in µM; Mycobacterium tuberculosis non-replicating, growth inhibition; higher % means a stronger effect; 0.39% of 320,000 active; in the data active = a potency from the dose series; inconclusive = inhibition mostly from about 82% at the one dose, without a potency; inactive = the rest, 99 in 100 with inhibition below about 76%;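 also: plate controls were DMSO cells for no effect and high antibiotic wells for full effect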
M. tuberculosis HTS = M. tuberculosis growth inhibition, HTS (AID 449762) | M. tuberculosis H37Rv growth inhibition, 7H9 media; higher % means a stronger effect | inhibition, % at 25 µM; hits with a dose series show IC50 in µM | 0.59% of 330,000 active; in the data active = a potency from the dose series; inconclusive = inhibition above about 70% without an active follow-up result;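 also: bacterial growth assessed after seven days of incubation; strong numbers were not always called active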
H1N1 NS1A inhibition = H1N1 influenza NS1A inhibitors, functional cell based assay (AID 504329); NS1A functional cell-based assay, percent inhibition; higher % means a stronger effect; inhibition, % at 12.5 µM, or IC50 in µM where a hit was titrated; 0.3% of 340,000 active; in the data active = a potency from the dose series; inconclusive = inhibition above about 27% without an active follow-up result; also: strong numbers were not always called active
Starred values were filed as active, the others as inactive; i = inactive; ? = inconclusive; . = not tested or not shown.

Preview:
SMILES | VEEV TC-83 Vero | Salmonella PhoP GFP | M. tuberculosis | M. tuberculosis HTS | H1N1 NS1A inhibition
Cc1ccc(C)c(NC(=O)C2CCCN2S(=O)(=O)c2ccc3c(c2)n(C)c(=O)c(=O)n3C)c1 (stereo not given) | 0.5% | -2% | -13% | -5% | 6%
O=C(Nc1ccc(Cl)c(S(=O)(=O)N2CCOCC2)c1)c1ccc2c(c1)OCO2 | 14% | . | 23% | -2% | 5%
Cc1c2cnn(CC(=O)N3CCC4(CC3)OCCO4)c(=O)c2c(C)n1Cc1ccccc1 | 1.2% | 6% | -2% | -9% | 0%
CCC(CO)n1c(=S)[nH]c2cc(OC)c(OC)cc2c1=O (stereo not given) | 1.0% | -7% | -7% | 1% | 2%
COc1ccc(Br)cc1CNC(=O)Cc1cccs1 | i | 11% | 11% | 5% | 17%

The whole of this part, from the start:
SMILES | VEEV TC-83 Vero | Salmonella PhoP GFP | M. tuberculosis | M. tuberculosis HTS | H1N1 NS1A inhibition
Cc1ccc(C)c(NC(=O)C2CCCN2S(=O)(=O)c2ccc3c(c2)n(C)c(=O)c(=O)n3C)c1 (stereo not given) | 0.5% | -2% | -13% | -5% | 6%
O=C(Nc1ccc(Cl)c(S(=O)(=O)N2CCOCC2)c1)c1ccc2c(c1)OCO2 | 14% | . | 23% | -2% | 5%
Cc1c2cnn(CC(=O)N3CCC4(CC3)OCCO4)c(=O)c2c(C)n1Cc1ccccc1 | 1.2% | 6% | -2% | -9% | 0%
CCC(CO)n1c(=S)[nH]c2cc(OC)c(OC)cc2c1=O (stereo not given) | 1.0% | -7% | -7% | 1% | 2%
COc1ccc(Br)cc1CNC(=O)Cc1cccs1 | i | 11% | 11% | 5% | 17%
O=[N+]([O-])c1ccc(/C=[N+](\[O-])[C@@H]2CCCC[C@@H]2/[N+]([O-])=C/c2ccc([N+](=O)[O-])o2)o1 | 23% | 7% | ? | ? | 0%
O=C1CC2(CCCC2)CC(=O)N1CCCCN1CCN(c2ncccn2)CC1 | 0.6% | 3% | -3% | 0% | -12%
NS(=O)(=O)c1ccc(NC(=O)CN2CCc3ccccc3C2)cc1 | 0.1% | 11% | 6% | -6% | 3%
COc1ccc(/C=N/NC(=O)c2cccc(Br)c2)cc1CN1CCOCC1 | 3.6% | 4% | 16% | -5% | -6%
COCCCn1cc(C(=O)c2cc(OC)ccc2OCC(=O)Nc2cc(C)on2)cc(C#N)c1=O | 3.8% | -12% | 8% | 8% | -18%
Nc1c(C(=O)NCc2ccco2)c2nc3ccccc3nc2n1CCc1ccc(F)cc1 | 2.0% | 6% | 21% | ? | -4%
COCC(=O)Nc1nc(-c2ccc([N+](=O)[O-])cc2)cs1 | i | -6% | -4% | 1% | -4%
CN(C(=O)CSc1nnc(-c2ccncc2)n1Cc1ccccc1)C1CCS(=O)(=O)C1 (stereo not given) | 0.1% | 10% | -2% | -1% | -3%
O=c1[nH]cnc(CN2CCCCC2)c1O | 1.1% | . | . | . | 8%
COc1ccccc1CNS(=O)(=O)c1ccc2c(c1)CC(C)N2C(=O)C1CC1 (stereo not given) | 3.1% | 0% | 15% | 11% | 0%
NNC(=O)CCn1nnc2ccccc21 | i | -4% | -2% | -1% | -22%
COCCN(C(=O)Cc1cccs1)C(C(=O)NC1CCCC1)c1ccc(OC)c(OC)c1 (stereo not given) | i | 1% | 6% | -10% | -2%
COc1ccc(OCCNc2cc(N3CCCCC3)ccc2[N+](=O)[O-])cc1 | i | 12% | 72% | -3% | 23%
Cc1c(N/N=C(\C#N)C(=O)c2ccccc2)c(=O)n(-c2ccccc2)n1C | ? | . | . | . | 8.1µM*
COc1ccc(NC(=O)C(=O)NNC(=O)c2cccs2)c(OC)c1 | 7.2% | 11% | ? | 51% | 5%
COc1cc(OC)cc(C(=O)NNC(=O)c2cc3c(s2)CCCC3)c1 | i | 0% | -3% | -1% | -9%
Cc1cc2cc(CNC(=O)Nc3ccc(Cl)c(Cl)c3)ccc2n1C | 1.3% | -2% | 32% | -2% | 22%
Cc1ccc(CNC(=O)CCc2nnc3ccc(N4CCC5(CC4)OCCO5)nn23)cc1 | 2.0% | -17% | -1% | 0% | 3%
Cn1c(C(=O)O)ccc1S(=O)(=O)N1CCCCCC1 | 1.5% | 1% | -7% | 0% | 1%
Cc1nn(Cc2ccc([N+](=O)[O-])cc2)c(=O)n1N(C)c1ncc(C(F)(F)F)cc1Cl | 4.9% | 8% | 33% | 0% | 15%

Single records, as listed above. Order of screens: VEEV TC-83 Vero, Salmonella PhoP GFP, M. tuberculosis, M. tuberculosis HTS, H1N1 NS1A inhibition
COc1ccc(OCCNc2cc(N3CCCCC3)ccc2[N+](=O)[O-])cc1 in the list: i, 12%, 72%, -3%, 23%
COCCCn1cc(C(=O)c2cc(OC)ccc2OCC(=O)Nc2cc(C)on2)cc(C#N)c1=O in the list: 3.8%, -12%, 8%, 8%, -18%
NS(=O)(=O)c1ccc(NC(=O)CN2CCc3ccccc3C2)cc1 in the list: 0.1%, 11%, 6%, -6%, 3%

Following part
SMILES | VEEV TC-83 Vero | Salmonella PhoP GFP | M. tuberculosis | M. tuberculosis HTS | H1N1 NS1A inhibition
CCN(CC)C(=S)Sc1c(-c2ccccc2)c2cc(Cl)ccc2[nH]c1=O | 5.2% | -7% | 40% | -3% | -9%
O=C(COC(=O)c1cccs1)Nc1nc(-c2ccccc2)cs1 | 0.4% | -1% | 55% | -2% | 5%
CCN(CC)CC#CC(OC)(c1ccccc1)c1ccccc1 | 1.6% | 0% | 8% | -11% | 9%
Cc1ccsc1C1NC(=O)c2c(sc3c2CCCC3)N1 (stereo not given) | 0.4% | 2% | 10% | -5% | 9%
Cc1ccc(-c2csc(NC(=O)Cn3cnc4c3c(=O)n(C)c(=O)n4C)n2)cc1C | 0.4% | -2% | 5% | 3% | 9%
COCCn1c(SCc2nc3ccccc3c(=O)[nH]2)nc2ccccc2c1=O | 7.8% | 1% | -18% | 9% | -3%
Cc1ccc(S(=O)(=O)Nc2ccc(-c3cn4ccc(C)cc4n3)cc2)cc1 | 1.1% | -1% | 69% | 5% | 6%
COc1cccc(NC(=O)c2cc(C(=O)Nc3cccc(OC)c3)n(C)n2)c1 | 9.9% | -3% | 10% | 9% | 14%
CC1CCCN(S(=O)(=O)c2ccc(NC(=O)CNC3CCCC3)cc2)C1 (stereo not given) | i | 6% | -6% | -11% | 10%
COc1cccc(CNC(=O)c2ccc(C(=O)NCc3cccc(OC)c3)cc2)c1 | 0.6% | -8% | -7% | -4% | -13%
C=CCOc1ccc(/C(O)=C2/C(=O)C(=O)N(CCCN3CCOCC3)C2c2ccccc2)cc1 (stereo not given) | 0.3% | 9% | -6% | -11% | 3%
CCCCC(=O)Nc1sc(C(=O)N(CC)CC)c(C)c1C(=O)OC | 6.5% | -5% | 71% | -3% | 13%
O=C(Cn1nc(C(=O)O)c2ccccc2c1=O)Nc1cccc(Br)c1 | 0.7% | 2% | -7% | -6% | 4%
O=C(Cc1ccccc1[N+](=O)[O-])NCc1ccncc1 | 1.4% | 0% | 4% | 4% | -3%
CC(Sc1ccccn1)C(=O)Nc1ccc2c(c1)OCCO2 (stereo not given) | 5.5% | . | 17% | -8% | -5%
COc1ccc(CNC(=O)C(=O)NCC2OCCN2C(=O)c2ccc(OC)cc2)cc1 (stereo not given) | 0.9% | -4% | 6% | -9% | -5%
O=c1[nH]c(C2CCN(S(=O)(=O)c3ccc4c(c3)OCCO4)CC2)nc2c1nnn2Cc1ccccc1 | i | . | . | . | 12%
O=C(Nc1cccnc1Cl)c1cccs1 | 0.8% | 8% | -9% | 2% | -12%
CC(CN1CCOCC1)OC(=O)c1ccccc1Cl (stereo not given) | 0.6% | 2% | -5% | -4% | -5%
CSc1ccccc1C(=O)NCc1ccccc1C | 0.2% | 7% | -15% | -1% | -4%
Cc1noc(C)c1COc1ccc(C(=O)NNC(=O)c2ccccc2)cc1 | 8.3% | 2% | -6% | -1% | -10%
Cc1ccc(-c2nn(-c3ccccc3)cc2/C=C(\C#N)C(=O)NCc2ccccc2)cc1 | 0.1% | 3% | 3% | 13% | -6%
O=C(NCCC1=CCCCC1)C1CCCN(c2nc3ccccc3o2)C1 (stereo not given) | i | -4% | 8% | -5% | 2%
CCOC(=O)c1c(C)n(Cc2ccco2)c2ccc(O)cc12 | i | 0% | 12% | -5% | 6%
CNC(=O)C(=O)Nc1nc(C23CC4CC(CC(C4)C2)C3)cs1 | 1.9% | -10% | ? | ? | -2%

Four of the compounds above, with each value named.
> CC(CN1CCOCC1)OC(=O)c1ccccc1Cl (stereo not given)
  VEEV TC-83 Vero: 0.6%	Salmonella PhoP GFP: 2%	M. tuberculosis: -5%	M. tuberculosis HTS: -4%	H1N1 NS1A inhibition: -5%

> CSc1ccccc1C(=O)NCc1ccccc1C
  VEEV TC-83 Vero: 0.2%	Salmonella PhoP GFP: 7%	M. tuberculosis: -15%	M. tuberculosis HTS: -1%	H1N1 NS1A inhibition: -4%

> Cc1noc(C)c1COc1ccc(C(=O)NNC(=O)c2ccccc2)cc1
  VEEV TC-83 Vero: 8.3%	Salmonella PhoP GFP: 2%	M. tuberculosis: -6%	M. tuberculosis HTS: -1%	H1N1 NS1A inhibition: -10%

> Cc1ccc(-c2nn(-c3ccccc3)cc2/C=C(\C#N)C(=O)NCc2ccccc2)cc1
  VEEV TC-83 Vero: 0.1%	Salmonella PhoP GFP: 3%	M. tuberculosis: 3%	M. tuberculosis HTS: 13%	H1N1 NS1A inhibition: -6%

(list continues)
SMILES | VEEV TC-83 Vero | Salmonella PhoP GFP | M. tuberculosis | M. tuberculosis HTS | H1N1 NS1A inhibition
COc1ccccc1NCC(=O)NNCC(=O)Nc1ccc(F)c(Cl)c1 | 0.4% | -2% | 15% | -8% | 10%
CC1S/C(=C(\C#N)C(=O)NCc2ccco2)N(c2ccc(F)cc2)C1=O (stereo not given) | 0.4% | 2% | -7% | -9% | -9%
CCOC(=O)N1CCN(S(=O)(=O)c2ccc(C(=O)Nc3sc4c(c3C#N)CC(C)(C)NC4(C)C)cc2)CC1 | 2.6% | -5% | -4% | -6% | -3%
Nc1nnc(SCC(=O)NC2CCCCC2)s1 | 0.9% | 0% | -5% | 2% | -7%
COCCNC(=O)c1cccc(NS(=O)(=O)c2cccc3cccnc23)c1 | 1.9% | -9% | 4% | -2% | -18%
O=C(NCCc1ccc(Cl)cc1Cl)c1cncc(Br)c1 | i | 8% | 12% | 15% | -1%
COc1ccccc1CNc1cc(C)ccc1C | 1.0% | 4% | 5% | -4% | -6%
COc1cc(/C(C)=N\NC(N)=S)cc(OC)c1OC | i | -23% | 51% | 52% | -2%
COc1ccc(CN2CCNC(=O)C2CC(=O)N(C)CC2CCOCC2)c(F)c1 (stereo not given) | 1.2% | 15% | 12% | 18% | -6%
O=S(=O)(NCc1cc(-c2ccccc2)no1)c1ccccc1Cl | 1.6% | -1% | 3% | -4% | -1%
Cc1c(Cl)cccc1NC(=O)CNC(=O)Cc1c[nH]c2ccccc12 | 8.5% | . | -1% | -6% | -4%
COc1ccc(-n2nc3c(N4CCC(C(=O)N5CCCCCC5)CC4)nnc(C)c3c2C)cc1 | 1.4% | -5% | 30% | 4% | 3%
Cc1cccc(OCCNc2cc(N3CCN(CCO)CC3)ccc2[N+](=O)[O-])c1 | 3.2% | 2% | 64% | -2% | 21%
NC(=O)C(c1ccccc1)C1CCCCC1 (stereo not given) | 1.4% | 15% | 0% | -6% | 4%
Fc1cccc(Cc2noc(CN3CCCN(C4Cc5ccccc5C4)CC3)n2)c1 | 0.1% | 4% | 18% | 51% | 1%
COCCn1c(SCCOc2ccccc2)nc2ccccc2c1=O | 7.7% | -7% | -6% | 25% | -8%
Cc1cccnc1NC(=O)Nc1ccc(Cl)cc1 | i | 2% | 9% | 4% | 0%
